Compound activity from PubChem BioAssay.
ELG1 genotox: qHTS screen for small molecules that induce genotoxicity in human embryonic kidney (HEK293T) cells expressing luciferase-tagged ELG1 | HEK293T ELG1-luciferase reporter, luminescence, 16 h | Potency, µM (doses to about 46 µM), inactives show top-dose activity change, positive = activation, hits mostly activators | actives 1.3% (n = 330,000); note: potency is the fitted concentration of half-maximal effect; % of control where 0% means no effect; nearly all actives have a fitted effect of over 60% in size
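16 hr compound incubation (37 °C, 5% CO2) of HEK293T cells carrying luciferase-tagged ELG1; luciferase then measured by ONE-Glo luminescence after 30 min at RT.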
uPA generation: qHTS for Inhibitors of Cell Surface uPA Generation. cell surface uPA generation assay, qHTS. actives 0.31% (n = 330,000). Potency, µM (doses to about 38.3 µM), without a hit: at the highest dose activity change, negative = inhibition, usual class: inhibitors; active = well fitted inhibition curve with a large enough effect; inconclusive = small, poorly fitted or top-dose-only effect; inactive = no such curve, though single readings can be large or run the other way; tested in mouse RAW 264.7 cells; note: potency is the fitted concentration of half-maximal effect; % is set by controls: 0 for no effect and ±100 for the full control effect; nearly all actives have a fitted effect of over 55% in size
Integrin act MD: qHTS for Activators of Integrin-Mediated Alleviation for Muscular Dystrophy | alpha7betagal myoblasts, beta-gal FDG fluorescence, 48 h | Potency, µM (highest dose often 38.3 µM), for the others: top-dose activation, actives largely listed as activators | actives 0.064% (n = 350,000) | AID 624291, 2012;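 note: potency is the fitted concentration of half-maximal effect; 100% = response of the positive control SU9516; nearly all actives have a fitted effect of over 60% in size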
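Alpha7betagal+/- myoblasts (passage 13) were plated 16-24 hr, then exposed to compounds (1:260 dilution of DMSO stock) for 48 hours at 37C. After MPER lysis, β-galactosidase reporter activity was read as FDG fluorescence (ex 480/em 540) after 30 minutes.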
PTAP TSG101 blk: qHTS Assay for Iinhibitors of HIV-1 Budding by Blocking the Interaction of PTAP/TSG101; AID 493005, 2010; Tumor susceptibility gene 101 protein (Homo sapiens), Q99816; 340,000 tested, under 10 active; Fluorescence polarization, FITC-PTAP peptide / Tsg101 binding; Potency, µM (doses to about 115 µM), for the others: at the highest dose activity change, negative = inhibition, hits mostly inhibitors; active = well fitted inhibition curve with a large enough effect in the main read-out, with a control signal flat, not every such curve was filed as active; inconclusive = small, poorly fitted or top-dose-only effect, or effect the other way, or a change in a side signal; inactive = no such curve, though single readings can be large or run the other way; note: potency is the fitted concentration of half-maximal effect; % of control where 0% means no effect
Target sequence (Q99816 whole entry, looked up): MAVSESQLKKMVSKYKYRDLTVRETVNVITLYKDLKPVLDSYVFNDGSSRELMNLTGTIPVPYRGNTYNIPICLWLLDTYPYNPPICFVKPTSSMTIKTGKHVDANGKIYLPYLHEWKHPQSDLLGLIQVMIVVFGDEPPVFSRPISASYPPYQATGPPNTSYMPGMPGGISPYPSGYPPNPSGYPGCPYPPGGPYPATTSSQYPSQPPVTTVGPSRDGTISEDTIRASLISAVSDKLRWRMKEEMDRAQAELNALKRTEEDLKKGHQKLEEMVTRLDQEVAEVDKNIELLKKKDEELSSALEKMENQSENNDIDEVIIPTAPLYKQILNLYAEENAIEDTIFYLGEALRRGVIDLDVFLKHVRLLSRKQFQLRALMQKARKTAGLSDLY
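Steps: Tsg101 binding domain dispensed (10 uM final), compounds pinned in DMSO, FITC-labeled PTAP-motif peptide added (50 nM final); after 20 min binding at room temperature, polarization measured.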
Eya2 phos inh: qHTS Assay for Inhibitors of the Phosphatase Activity of Eya2; Protein phosphatase EYA2 (Homo sapiens), O00167; recombinant Eya2, OMFP fluorescence dephosphorylation (OMFP is methylfluorescein phosphate); Potency, µM (titrated, usually from 76.9 µM), without a hit: top-dose activity, negative = inhibition, actives largely listed as inhibitors; actives 0.006% (n = 330,000); AID 488837, 2010; note: potency is the fitted concentration of half-maximal effect; % is set by controls: 0 for no effect and ±100 for the full control effect
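Eya2 protein (added as 0.2 uM solution) was preincubated with compound for 10 min at ambient temperature in 50 mM HEPES pH 7.5, 50 mM NaCl, 5 uM MgCl2, 0.05% BSA, 1 mM DTT. OMFP (added at 50 uM) then reacted 10 min; fluorescence read at 485/525 nm.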
p53 reactivation: qHTS assay for re-activators of p53 using a Luc reporter; AID 504706, 2011; Potency, µM (titrated, usually from 92.2 µM), for the others: at the highest dose activity change, positive = activation, most hits filed as activators; H1299 p53-A138V BP100-luciferase reporter, luminescence, 24 h; actives 0.063% (n = 320,000); note: potency is the fitted concentration of half-maximal effect; % of control where 0% means no effect; nearly all actives have a fitted effect of over 45% in size
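H1299 (p53-null), stable ts p53-A138V + BP100-Luc; 1000 cells/well, Opti-MEM/10% FBS; cpd 4 pt, 1:5; 24 h, 37 deg C, 5% CO2; detection reagent 10 min RT; luminescence.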
ASM inhibitor: Inhibitors of Secretory Acid Sphingomyelinase (S-ASM): qHTS; Sphingomyelin phosphodiesterase (Homo sapiens), P17405; placental ASM, HMU-PC fluorogenic substrate, 60 min; Potency, µM (titrated, usually from 57.5 µM), without a hit: top-dose activity change, negative = inhibition, usual class: inhibitors; actives 0.006% (n = 340,000); AID 504937, 2011; note: potency is the fitted concentration of half-maximal effect
Target sequence (P17405 47-631 limits assumed): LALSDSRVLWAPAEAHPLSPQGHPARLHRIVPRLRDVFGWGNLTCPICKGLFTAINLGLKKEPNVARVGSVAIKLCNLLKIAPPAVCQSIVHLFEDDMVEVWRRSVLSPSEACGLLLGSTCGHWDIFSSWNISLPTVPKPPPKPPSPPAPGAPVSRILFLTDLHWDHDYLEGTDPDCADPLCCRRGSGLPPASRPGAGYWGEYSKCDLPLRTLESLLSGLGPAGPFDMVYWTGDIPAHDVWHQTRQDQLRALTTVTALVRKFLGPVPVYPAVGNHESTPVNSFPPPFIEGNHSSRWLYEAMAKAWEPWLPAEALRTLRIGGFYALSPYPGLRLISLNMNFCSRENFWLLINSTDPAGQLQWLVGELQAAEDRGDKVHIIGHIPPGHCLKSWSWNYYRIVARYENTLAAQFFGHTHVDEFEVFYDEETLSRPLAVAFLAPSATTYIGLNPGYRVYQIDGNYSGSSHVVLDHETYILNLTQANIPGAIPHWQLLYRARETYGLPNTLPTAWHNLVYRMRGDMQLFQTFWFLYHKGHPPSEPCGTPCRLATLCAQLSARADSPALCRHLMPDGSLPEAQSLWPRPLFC
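Human placenta-derived ASM enzyme was preincubated with compound for 10 minutes at room temperature, then given fluorogenic substrate HMU-PC0 (9 uM final) for 60 minutes at 37 °C; a pH 10 stop preceded fluorescence reading at Ex 386/Em 447 nm.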
BRCA1 expr act: qHTS Assay to Identify Small Molecule Activators of BRCA1 Expression; Potency, µM (titrated, usually from 46.1 µM), inactives show at the highest dose activation, usual class: activators; actives 1.1% (n = 380,000); AID 624202, 2012; MCF7-BRCA1-FFLuc reporter, luminescence, 48 h; response scale: scaled: vehicle 0%, 10 µM genistein 100%; note: potency is the fitted concentration of half-maximal effect; nearly all actives have a fitted effect of over 80% in size; some results filed as inactive show a strong effect at the top dose
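Using MCF7 cells harboring a BRCA1 firefly luciferase reporter, plated 2 h before compound pinning, the screen measured luminescence after 48 h incubation. Responses were normalized to DMSO and 10 microM genistein, then fitted for concentration-effect.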
TRPV1 ag: HTS Assay for Compounds that Act as Agonists of the Vanilloid Receptor 1. Transient receptor potential cation channel subfamily V member 1 (Homo sapiens), Q8NER1. TRPV1-expressing cells, Fluo-8 calcium influx, agonist mode. activation, % at 8.33 µM. actives 0.19% (n = 320,000); in the data active = activation above about 80%; inconclusive = between about 30% and that limit; note: 0% is about no effect
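TRPV1-expressing cells were cultured overnight at 35.5C and loaded with Fluo-8 calcium dye for 40 to 90 min at room temperature. After a 10 s baseline, compound was added and calcium influx was read kinetically for 3 min (ex 480/em 520 nm).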
B2AR arrestin: qHTS assay of beta-arrestin-biased ligands of beta2-adrenergic receptor. actives 0.02% (n = 330,000). AID 492947, 2010. Potency, µM (doses to about 46.1 µM), inactives show at the top dose activation, most hits filed as activators. beta-arrestin recruitment to beta2AR, cell-based reporter;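 note: potency is the fitted concentration of half-maximal effect; 0% = DMSO controls and full agonism = EC100 isoproterenol or metaproterenol; nearly all actives have a fitted effect of over 65% in size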
USP2a block: qHTS Assay for Inhibitors of Ubiquitin-specific Protease USP2a Using CHOP2 as the Reporter; USP2 core, Ub-CHOP2 coupled fluorogenic reporter, 485/531; Potency, µM (doses to about 38.3 µM), inactives show at the highest dose activity change, negative = inhibition, most hits filed as inhibitors; actives 0.01% (n = 330,000); AID 463254, 2010;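 note: potency is the fitted concentration of half-maximal effect; plate controls were DMSO wells for no effect and full inhibition by NEM control for full effect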
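USP2 core (10nM final) preincubated 30min RT with compound in 20mM Tris-HCl pH 8.0, 2mM CaCl2, 2mM beta-mercaptoethanol, 0.05% CHAPS; 25nM Ub-CHOP2 plus 25nM reporter substrate added, fluorescence (Ex485/Em531) read after 60min.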
The depositor's hits bear a star; ? = inconclusive; · = no result given; [ ] = dose if it differs, or a comment. Unless noted, calls come from the whole dose curve; as a rule, active = well fitted curve in the direction sought with a large enough effect; inconclusive = small, poorly fitted or top-dose-only effect, or another doubt; inactive = no such curve, though single readings can be large; an effect the other way counts as inactive or inconclusive. Rows were taken by chance; any-hit rate near 2.6%.

SMILES | ELG1 genotox | uPA generation | Integrin act MD | PTAP TSG101 blk | Eya2 phos inh | p53 reactivation | ASM inhibitor | BRCA1 expr act | TRPV1 ag | B2AR arrestin | USP2a block
CC(C)(C)c1ccc(C(=O)OC/C(O)=C(\C#N)c2nc3ccccc3s2)cc1 | -2.1% | 3.0% | 35.7% | -0.3% | 6.2% | 13.1% | 2.5% | 41.1% | 3.1 | 0.2% | 8.2%
CC(O)c1nc2ccccc2n1Cc1ccccc1 (configuration not stated) | -1.5% | 8.6% | -11.5% | -4.0% | -8.8% | ? | 3.1% | -6.3% | 10.7 | 0.0% | -1.5%
COc1ccc(S(=O)(=O)N(C)C)cc1NC(=O)COC(=O)CC1CCCC1 | -2.6% | 3.0% | 37.4% | -2.9% | -3.6% | 1.6% | -3.0% | -14.3% | -13.7 | -0.1% | 4.4%
CN1CCN(c2nc3c(c(=O)[nH]c(=O)n3C)n2Cc2ccc([N+](=O)[O-])cc2)CC1 | 2.2% | 10.4% | -30.0% | 1.3% | 6.9% | · | 0.6% | -19.8% | -4.1 | -0.5% | 0.3%
CC(C)(C)N=C1NN=C(c2ccc(Cl)cc2)CS1 | ? | ? | 1.7% | 1.1% | -1.5% | ? | 1.9% | ? | 3.2 | 0.2% | -1.4%
COCC(C)NC(=O)C(C)N1c2cccc3cccc(c23)S1(=O)=O (configuration not stated) | 0.5% | 1.5% | -6.2% | -3.9% | -6.6% | · | 30.4%[activator] | -17.0% | -6.0 | 0.3% | -3.0%
Cc1ccc(C(=O)NC(=S)NCCCN2CCOCC2)cc1 | 7.2% | 2.3% | -2.2% | -3.6% | 3.1% | -0.6% | 1.8% | 45.8% | 9.5 | 0.2% | 0.7%
Cc1csc(NC(=O)C2CCCCN2S(=O)(=O)c2ccccc2)n1 (configuration not stated) | -2.6% | 5.4% | 0.2% | -1.1% | 5.1% | 2.5% | 4.1% | 0.8% | 4.6 | -0.1% | -0.2%
CCn1c(N2CCN(S(=O)(=O)c3ccccc3C(F)(F)F)CC2)nc2ccccc21 | -16.2% | 9.5% | 28.2% | -0.6% | 1.2% | 4.2% | -2.4% | -35.2% | 12.7 | -0.4% | -0.6%
O=C(CCCc1nc(-c2ccc(Cl)cc2)no1)NC1CCCCC1 | -16.2% | · | 0.0% | 2.1% | -4.5% | -0.9% | -2.8% | -43.2% | 11.9 | -0.3% | 1.1%
CSc1cccc(NC(=S)N2CCC(N(C)C3CCCC3)CC2)c1 | 0.3% | -0.5% | -2.5% | 1.8% | 1.5% | 14.6% | 5.0% | -15.8% | 0.2 | 0.0% | 3.6%
CSc1ncc2c(=O)[nH]c(-c3ccccc3)nc2n1 | 4.2% | -3.4% | 31.2% | 0.7% | -7.6% | 6.0% | -1.8% | -0.4% | -0.6 | 0.5% | 1.5%
COc1cccc(CN2CC(C(=O)NCc3ncc(C)[nH]3)CCC2=O)c1 (configuration not stated) | -3.1% | 4.6% | -17.8% | -0.7% | 1.3% | 18.8% | 6.2% | -2.5% | 2.2 | 0.5% | -0.5%
Nc1nc(-c2ccco2)nn1C(=O)c1ccc(F)cc1 | 6.9% | 1.0% | 13.7% | -4.2% | 12.9% | 0.6% | -1.2% | -3.6% | 1.9 | -0.1% | 8.8%
COc1cc(-n2c(C)nc3cccnc32)c(Cl)cc1C(=O)O | 7.3% | -0.4% | 28.2% | 0.1% | 6.2% | 5.0% | 3.4% | 65.8% | 0.0 | -0.4% | -0.1%
CC(=O)N1CCN(c2ccc(NCc3ccccc3)cc2)CC1 | -1.8% | -6.4% | -2.6% | 0.7% | -11.3% | ? | 4.3% | 1.4% | 3.7 | -0.3% | 2.5%
COc1ccc(Cc2nnc(NC(=O)c3c(-c4ccccc4)noc3C)s2)cc1 | 1.0% | 1.1% | 11.2% | -0.3% | 22.9% | -2.7% | -6.3% | -33.7% | 11.8 | -0.8% | -2.2%
COc1cccc(NC(=O)Nc2cccc(C)n2)c1 | 11.0% | 1.2% | ? | -5.4% | -7.9% | 9.3% | 3.7% | 12.6µM* | -2.1 | -0.2% | 0.5%
O=C(N/N=C/c1ccc(N2CCOCC2)cc1)c1ccncc1 | -0.2% | -4.5% | 0.3% | 2.9% | -6.5% | -6.9% | -1.6% | -24.9% | 4.1 | 0.0% | 4.2%
Cc1ccc(CCNC(=O)C2CCN(S(=O)(=O)N3CCCCC3)CC2)cc1 | -3.6% | -4.8% | 1.2% | -2.8% | 0.4% | 4.6% | 0.7% | -9.6% | 0.4 | -1.0% | 5.2%
CCN=C1SC(C(=O)Nc2cc(Cl)cc(Cl)c2)CC(=O)N1CC (configuration not stated) | 1.0% | · | 0.0% | 0.7% | -9.5% | 2.1% | 1.3% | -9.8% | 0.2 | 0.0% | -2.7%
CCCCNc1c(-c2ccc(-c3ccc(C(C)=O)cc3)c(OC)c2)nc2cnccn12 | -29.8% | 15.1% | -0.2% | -0.5% | -2.5% | -4.5% | 82.4%[activator] | 0.0% | 24.9 | 0.3% | -2.2%
CCN(CC(=O)Nc1ccc(S(=O)(=O)N2CCCCC2)cc1)Cc1ccccc1 | -4.9% | -7.0% | -39.2% | 1.4% | -9.3% | -4.8% | 7.7% | -41.6% | 3.9 | -0.6% | 0.0%
CN(CC(=O)Nc1ccc(N2CCOCC2)cc1)C(=O)c1cc(S(=O)(=O)N(C)C)ccc1Cl | 13.0% | ? | 3.5% | -3.2% | -5.3% | 27.2% | 4.1% | 25.9% | 2.7 | -1.3% | -0.6%
COc1ccccc1OCCCn1c(C)c(C#N)c2ccccc21 | -9.6% | -0.2% | 10.5% | -7.4% | 10.3% | -6.8% | -4.6% | -26.7% | 3.6 | -0.1% | 3.2%
Continuation:
SMILES | ELG1 genotox | uPA generation | Integrin act MD | PTAP TSG101 blk | Eya2 phos inh | p53 reactivation | ASM inhibitor | BRCA1 expr act | TRPV1 ag | B2AR arrestin | USP2a block
Cc1nc(C)n(CC(O)COc2ccc3cc(Br)ccc3c2)n1 (configuration not stated) | · | · | -2.1% | -2.0% | · | · | -2.9% | -19.9% | -0.9 | · | ·
N#CCC(=O)Nc1ccc(C(=O)NCC(c2ccco2)N2CCCCC2)cc1 (configuration not stated) | 2.4% | 1.5% | 7.7% | -3.3% | -1.9% | -0.5% | 24.1% | 24.1% | 0.8 | 0.0% | 1.2%
COc1ccc(C(=O)N/N=C/c2ccc(SC)cc2)cc1 | -1.6% | -3.1% | 14.0% | -3.2% | 2.4% | 26.8% | 2.4% | 36.8% | ? | -0.3% | 3.0%
COc1cc(O)c2c(=O)cc(-c3ccccc3)oc2c1 | ? | -15.0% | 2.6% | -11.9% | -12.8% | · | -9.7% | 3.4% | 10.2 | 0.0% | 0.5%
Cc1ccc(C)n1-c1nc(=S)[nH][nH]1 | -1.9% | 13.5% | -15.0% | · | 14.5% | -1.4% | 7.1% | -28.4% | 0.0 | -0.4% | 1.5%
COc1ccc(CN(C)CC(=O)Nc2ccccc2C(=O)NC2CC2)cc1F | -1.4% | 2.8% | 2.1% | -1.8% | 7.8% | 4.2% | 4.1% | -6.7% | · | -0.1% | -0.2%
COc1ccc(Br)c(/C=N/NC(=O)COc2ccc(-c3ccccc3)cc2)c1 | · | -9.2% | -23.7% | 1.6% | · | · | ? | 22.3% | -1.7 | · | ·
COc1ccc(CNC(=O)c2cc(-c3cccs3)on2)cc1 | 2.4% | · | 5.8% | 0.0% | 5.9% | 27.8% | -3.3% | 26.4% | -3.9 | -0.4% | -1.9%
O=S(=O)(c1ccc(NC(=S)NCCc2ccccc2)cc1)N1CCOCC1 | 0.1% | 2.4% | -37.0% | -3.7% | -2.4% | 15.1% | -4.6% | -9.4% | 16.3 | -1.3% | -5.4%
